Assay outcomes: PubChem BioAssay, National Center for Advancing Translational Sciences (NCATS)
Rab9 prom act: Rab9 promoter activation; Huh7 Rab9 promoter-luciferase reporter, luminescence, 24 h; Potency, µM (highest dose often 9.22 µM), without a hit: top-dose activation, negative = inhibition, hits mostly activators; 320,000 compounds, 2.8% hits; note: % of control where 0% means no effect; nearly all actives have a fitted effect of over 60% in size
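Luciferase signal after 10 min detection reagent at ambient indicates Rab9 promoter upregulation; stably transfected Huh7 cells were treated 24 h with compound in DMSO at 37 °C, 5% CO2.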
RORg inh: inhibitors of mouse ROR gamma transcriptional activity; 310,000 compounds, 5.4% hits; Potency, µM (highest dose often 53.6 µM), for inactives: at the top dose activity change, negative = inhibition, actives largely listed as inhibitors; Drosophila S2 Gal4-RORgamma UAS-luciferase reporter, 20 h; P51450; note: % is set by controls: 0 for no effect and ±100 for the full control effect; nearly all actives have a fitted effect of over 60% in size
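Read-out: Photinus luciferase luminescence; inhibitors lower reporter signal. Insect Schneider cells with Gal4-ROR gamma fusion under metallothionein promoter, UAS reporter; 700 uM final copper sulfate induction, 20 hr, ambient temperature.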
MBNL1-CUG inh: MBNL1-poly(CUG) RNA binding inhibition | 280,000 compounds, 0.036% hits | TR-FRET MBNL1-His/biotin-(CUG)12 binding, 665/545 ratio | Q9NR56 | Potency, µM (series often up to 57.5 µM), for inactives: at the top dose activity change, negative = inhibition, actives largely listed as inhibitors; active = well fitted inhibition curve with a large enough effect in the signal ratio, with a control signal flat, not every such curve was filed as active; inconclusive = small, poorly fitted or top-dose-only effect, or effect the other way, or a change in a side signal; inactive = no such curve, though single readings can be large or run the other way; the % refers to the signal ratio; note: % is set by controls: 0 for no effect and ±100 for the full control effect
Target sequence (Q9NR56 whole entry, looked up): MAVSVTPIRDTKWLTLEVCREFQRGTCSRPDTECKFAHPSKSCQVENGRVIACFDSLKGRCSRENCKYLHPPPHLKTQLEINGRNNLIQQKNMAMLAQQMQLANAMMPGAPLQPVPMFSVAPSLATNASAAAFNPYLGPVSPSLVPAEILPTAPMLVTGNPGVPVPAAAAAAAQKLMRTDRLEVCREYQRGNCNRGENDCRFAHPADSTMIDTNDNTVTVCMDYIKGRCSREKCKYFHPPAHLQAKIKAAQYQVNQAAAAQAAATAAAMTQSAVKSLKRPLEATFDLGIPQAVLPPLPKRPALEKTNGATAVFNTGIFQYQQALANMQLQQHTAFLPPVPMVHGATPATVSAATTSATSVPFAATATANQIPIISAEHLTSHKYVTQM
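Inhibition of protein-RNA binding appears as loss of TR-FRET between terbium anti-His antibody on MBNL1-His and streptavidin-XL665 on biotin-(CUG)12. Activity is normalized to buffer-only and uninhibited-complex controls.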
uPA surface inh: cell surface uPA generation inhibition; Potency, µM (series often up to 38.3 µM), for inactives: top-dose activity change, negative = inhibition, most hits filed as inhibitors; 330,000 compounds, 0.31% hits; cell surface uPA generation assay, qHTS; active = well fitted inhibition curve with a large enough effect; inconclusive = small, poorly fitted or top-dose-only effect; inactive = no such curve, though single readings can be large or run the other way; tested in mouse RAW 264.7 cells; note: % is set by controls: 0 for no effect and ±100 for the full control effect; nearly all actives have a fitted effect of over 55% in size
p53 reactivator: re-activators of mutant p53. AID 504706. Potency, µM (series often up to 92.2 µM), inactives show at the top dose activity change, positive = activation, most hits filed as activators. H1299 p53-A138V BP100-luciferase reporter, luminescence, 24 h. 320,000 compounds, 0.063% hits; note: % of control where 0% means no effect; nearly all actives have a fitted effect of over 45% in size
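H1299 (p53-null), stable ts p53-A138V + BP100-Luc; 1000 cells/well, Opti-MEM/10% FBS; cpd 4 pt, 1:5; 24 h, 37 deg C, 5% CO2; detection reagent 10 min RT; luminescence.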
CXXC DNA block: blocks binding of human MLL CXXC domain to DNA | Potency, µM (top dose mostly 115 µM), without a hit: at the highest dose activity change, negative = inhibition, hits mostly inhibitors | 290,000 compounds, 0.037% hits | Q03164 | MLL-CXXC / FITC-HOXA9 DNA fluorescence polarization | AID 2662; active = well fitted inhibition curve with a large enough effect in the polarisation, with a control signal flat, not every such curve was filed as active; inconclusive = small, poorly fitted or top-dose-only effect, or effect the other way, or a change in a side signal; inactive = no such curve, though single readings can be large or run the other way; the % refers to the polarisation
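Steps: dispense CXXC domain solution (7 uM) → pin compounds or unlabeled HOX-A9 DNA control → 5 min ambient → add FLSN-HOX-A9 solution (50 nM) → spin → 30 min ambient → fluorescence polarization. Tris pH 7.5/NaCl/DTT/BSA buffer.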
NPC1 promoter act: activates the NPC1 promoter | Huh7 NPC1 promoter luciferase reporter, 24 h | Potency, µM (highest dose often 9.22 µM), without a hit: top-dose activation, usual class: activators | 320,000 compounds, 2.4% hits;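 note: % of control where 0% means no effect; nearly all actives have a fitted effect of over 60% in size; reporter is driven by a mutant NPC1 promoter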
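Quantitative HTS used a cell-based reporter: Huh7 cells stably bearing the NPC1 promoter upstream of luciferase were treated with compounds for 24 h, and promoter activation was read as luminescence.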
BRCA1 expr up: increases BRCA1 expression; 380,000 compounds, 1.1% hits; MCF7-BRCA1-FFLuc reporter, luminescence, 48 h; response scale: scaled: vehicle 0%, 10 µM genistein 100%; AID 624202; Potency, µM (doses to about 46.1 µM), for inactives: at the top dose activation, most hits filed as activators; note: nearly all actives have a fitted effect of over 80% in size; some results filed as inactive show a strong effect at the top dose
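48 h compound treatment of MCF7-BRCA1-FFLuc cells (phenol-red free MEM, 37 °C), then 15 min with luciferase substrate and luminescence imaging.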
VP16 counter: counter-screen for ROR gamma inhibitors: Gal4-VP16 reporter; Drosophila S2 Gal4-VP16 UAS-luciferase, luminescence, 20 h; Potency, µM (doses to about 53.6 µM), for inactives: at the highest dose activity, negative = inhibition, usual class: inhibitors; 310,000 compounds, 3.5% hits; AID 2546;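 note: Gal4-VP16 expression switched on by copper sulfate through the metallothionein promoter; % is set by controls: 0 for no effect and ±100 for the full control effect; nearly all actives have a fitted effect of over 50% in size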
ELG1 genotox: induces genotoxicity in HEK293T cells with luciferase-tagged ELG1 | HEK293T ELG1-luciferase reporter, luminescence, 16 h | Potency, µM (titrated, usually from 46 µM), for the others: at the highest dose activity change, positive = activation, hits mostly activators | 330,000 compounds, 1.3% hits; note: % of control where 0% means no effect; nearly all actives have a fitted effect of over 60% in size
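Cells (2,000/well) expressing the ELG1-luciferase fusion are dosed by pin tool and kept 16 hr at 37 °C, 5% CO2. Signal comes from ONE-Glo luciferase reagent after 30 min at room temperature.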
FLuc modulator: inhibits or activates purified firefly luciferase, miR-21 counter-screen; P08659; purified FLuc, Km substrates, luminescence inhibition; Potency, µM (series often up to 57.5 µM), without a hit: top-dose activity change, negative = inhibition, hits mostly inhibitors; 360,000 compounds, 6.9% hits; AID 588342;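 note: plate controls were vehicle for no effect and reference inhibitor for full effect; nearly all actives have a fitted effect of over 55% in size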
Target sequence (P08659 whole entry, looked up): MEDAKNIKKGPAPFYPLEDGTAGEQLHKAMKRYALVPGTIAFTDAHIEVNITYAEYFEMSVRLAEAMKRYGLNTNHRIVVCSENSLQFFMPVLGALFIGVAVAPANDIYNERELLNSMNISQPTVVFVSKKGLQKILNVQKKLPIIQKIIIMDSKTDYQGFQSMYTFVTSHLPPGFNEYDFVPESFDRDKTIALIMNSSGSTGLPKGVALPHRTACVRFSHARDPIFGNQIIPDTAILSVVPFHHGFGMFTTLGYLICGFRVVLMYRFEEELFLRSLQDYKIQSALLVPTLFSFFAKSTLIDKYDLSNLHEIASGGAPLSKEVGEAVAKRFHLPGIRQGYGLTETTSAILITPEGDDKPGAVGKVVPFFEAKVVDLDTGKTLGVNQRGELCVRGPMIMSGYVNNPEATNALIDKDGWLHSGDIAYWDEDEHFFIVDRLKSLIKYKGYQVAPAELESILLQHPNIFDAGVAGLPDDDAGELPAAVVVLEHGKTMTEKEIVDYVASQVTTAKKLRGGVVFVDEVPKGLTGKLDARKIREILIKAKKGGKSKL
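Purified P. pyralis luciferase (10nM final) with 10uM D-luciferin and 10uM ATP (Km levels) in 50mM Tris acetate pH 7.5, 10mM Mg acetate, 0.01% Tween-20, 0.05% BSA; qHTS 6-point titration, ~60 µM downward; luminescence read.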
Active calls of the source: *; ? = inconclusive; . = not tested or not shown; & = joins results of further samples; [ ] = dose if it differs, or a comment. Unless noted, calls come from the whole dose curve; as a rule, active = well fitted curve in the direction sought with a large enough effect; inconclusive = small, poorly fitted or top-dose-only effect, or another doubt; inactive = no such curve, though single readings can be large; an effect the other way counts as inactive or inconclusive. Potency is the fitted concentration of half-maximal effect. This is a subset; rates above refer to the full screens.

SMILES | Rab9 prom act | RORg inh | MBNL1-CUG inh | uPA surface inh | p53 reactivator | CXXC DNA block | NPC1 promoter act | BRCA1 expr up | VP16 counter | ELG1 genotox | FLuc modulator
C[N+](C)(C)CC#CCOC(=O)Nc1cccc(Cl)c1 | -6%[46.1 µM] | 17% | . | -23% | . | 5% | 11%[46.1 µM] | 1% | 0% | . | .
O=C(CN1CCN(c2ccccc2F)CC1)Nc1cccnc1Cl | -2% | 7% | -3% | 0% | -3% | -5% | -1% | -29% | -17% | 0% | -5%
OC1/C(=C/c2ccccc2F)N2CCC1CC2 (configuration not stated) | -2% | -4% | -10% | . | -3% | 0% | -4% | 13% | -2% | -1% | -1%
CCCCN1C(=O)NC(=O)/C(=C/c2cnc(SC)nc2)C1=O | -9% | -24% | -14% | 5% | 6% | 8% | -3% | 1% | 6% | 0% | ?
COc1cc(C(=O)NC(=S)N2C[C@H]3C[C@H](C2)c2cccc(=O)n2C3)cc(OC)c1OC | -1% | -42% | 1% | -3% | 11% | 5% | 0% | -6% | -5% | 1% | 2%
CC1CCC(N(C)C2CCN(C)CC2)CC1 (configuration not stated) | 5% | . | -10% | 19% | . | 0% | 1% | -27% | . | -6% | 6%
CCCCN1CCC(C#N)(Nc2ccccc2)CC1 | 6% | 8% | -15% | 2% | -4% | 4% | 2% | 0% | 1% | 2% | -1%
O=C1NC(=O)C(=Cc2ccc(Sc3ccccc3)o2)C(=O)N1 | 0% | -20% | 2% | 0% | -10% | -23% | 1% | . | ? | ? | 24µM*
Cc1ccc(-c2nc3ccccc3c(=O)n2-c2nccs2)cc1 | 4% | 5.6µM* | 38%[activator] | 1% | -2% | -12% | 6% | -8% | 11µM* | -3% | -17%
Clc1ccc2sc(C3CCNCC3)nc2c1 | ? | -27% | 0% | 0% | 2% | 6% | ? | . | -20% | ? | 24µM*
CCCCn1c(O)c(C(CC)=Nc2ccc(OC)cc2OC)c(=O)[nH]c1=O | -7% | ? | 5% | -4% | -1% | 2% | -4% | -57% | -12% | -10% | -1%
COc1cc2c(cc1O)CC[n+]1cc3c(OC)c(OC)ccc3cc1-2 | 1% | ? | ? | 9% | -2% | -2% | -5% | -1% | -5% | -3% | 7%
CC(=O)Nc1cccc([As](=O)(c2cccc(NC(C)=O)c2)c2cccc(NC(C)=O)c2)c1 | 0% | -4% | . | -2% | 0% | 0% | 1% | -2% | -9% | 0% | 3%
C[N+]1(C)CCOC(O)(c2ccc(-c3ccc(C4(O)C[N+](C)(C)CCO4)cc3)cc2)C1 (configuration not stated) | 17%[46.1 µM] | 17% | 5% | -11% | -4% | -6%&8% | 20%[46.1 µM] | 1% | 4% | 1% | 3%
CN(C(=O)COC(=O)c1cn(C)c2ccccc12)C1CCCCC1 | -3% | . | . | -14% | -4% | . | -2% | 26% | . | 0% | ?
COc1ccccc1N1CCN(CCc2ccccc2)CC1 | -2% | -7% | -3% | -2% | . | -2% | -1% | 2% | 1% | 0% | 6%
CC(=O)[C@H]1CC[C@H]2[C@@H]3CC[C@H]4C[C@](C)(O)CC[C@]4(C)[C@H]3CC[C@]12C | -1%[46.1 µM] | -25% | . | . | . | 5% | -2%[46.1 µM] | . | -6% | . | .
COc1ccc(OC)c(N2C(=O)NC(=O)/C(=C\c3ccc([N+](=O)[O-])s3)C2=O)c1 | 5% | 6.3µM* | . | 5% | -2% | -30% | 3% | -11% | ? | 5% | ?
CN1CCN(c2ccc(S(C)(=O)=O)cc2[N+](=O)[O-])CC1 | -16% | -36%[10 µM] | . | 6% | -9% | 2% | -1% | -10% | -2% | -6% | -1%
CCOC(=O)c1c(/N=C/C2C(=O)NC(=O)NC2=O)sc2c1CCC2 | -2% | 26% | -1% | 0% | 3% | ? | -6% | -16% | -1% | -1% | -1%
CC(=O)C1C(=O)NC23CCCCC2C1c1ccccc1O3 (configuration not stated) | -8% | 2% | -8% | -2% | 6% | -4% | -3% | 3% | 0% | 5% | 3%
c1ccc(CCn2nnnc2CN2CCC(n3nnc4ccccc43)CC2)cc1 | -6% | 15% | 1% | 5% | 0% | -6% | -2% | -25% | 16% | -1% | 1%
Cc1[nH]n(-c2ccccc2)c(=O)c1C(c1cccc([N+](=O)[O-])c1O)c1c(C)[nH]n(-c2ccccc2)c1=O | -3% | ? | ? | 14% | -5% | -1% | 2% | -20% | ? | 2% | -6%
CCN1CCN(c2ccc([N+](=O)[O-])cc2C(=O)OC)CC1 | -3% | -21% | ? | -1% | 0% | -1% | -7% | -1% | -8% | -1% | -2%
Fc1ccc(Cn2nnnc2C(c2ccc(Cl)cc2)N2CC=C(c3ccc(F)cc3)CC2)cc1 (configuration not stated) | -7% | 24%[10 µM] | . | 11% | -2% | 2% | -5% | -27% | -3% | -5% | 11%
The list continues.
SMILES | Rab9 prom act | RORg inh | MBNL1-CUG inh | uPA surface inh | p53 reactivator | CXXC DNA block | NPC1 promoter act | BRCA1 expr up | VP16 counter | ELG1 genotox | FLuc modulator
COc1ccc(Cn2c(O)c(C=NCCN3CCOCC3)c(=O)[nH]c2=O)cc1 | -10% | -3% | 1% | 5% | -13% | -11% | 3% | -5% | 1% | 0% | -1%
CC(C)(C)c1ccc(OCCON2C(=O)CCC2=O)c(Cl)c1 | 0% | 34% | 4% | 0% | -4% | -5% | -9% | -48% | 12% | ? | 15µM*
c1ccc(C2(c3ccccc3)CC2C2=NCCN2)cc1 (configuration not stated) | -4%[46.1 µM] | -3% | . | . | . | -1% | 6%[46.1 µM] | . | 10% | . | .
Cc1nc2ccccc2c(=O)n1-c1ccc(Cl)cc1Cl | -5% | -10% | -3% | 2% | -7% | -9% | -2% | 13% | -3% | 0% | 2%
CC(C)N(C(=O)Cn1c(=O)oc2ccccc21)c1ccccc1 | -1% | -9% | -7% | 15% | 2% | 5% | -1% | 0% | -1% | -4% | -1%
Cc1ccc(C(=O)N[C@@H](C)CN2C3=NC[C@@H](Cc4ccccc4)N3C[C@H]2Cc2ccc(O)cc2)cc1Br | 0% | 23% | -7% | -11% | 0% | -8% | 0% | -54% | -10% | -5% | 5%
CCOC(=O)c1c(C)n(CCN2CCN(C)CC2)c2ccc(OC)cc12 | -7% | -2% | -12% | 2% | -9% | 7% | -4% | -1% | -2% | 2% | 3%
CN(C)CCN(CC1CCCN(Cc2ccccc2F)C1)C(=O)Cc1c(F)cccc1F (configuration not stated) | 0% | 2% | -1% | -2% | . | 0% | 0% | 0% | -1% | 1% | 0%
COc1cc2c(c(OC)c1)C(=O)OC(C)CCCC(=O)CCCCC2 (configuration not stated) | 7% | 11% | 8% | -4% | -5% | 5% | -2% | -5% | 14% | 1% | 1%
COc1ccc(O)c(-c2nc(N)nc(N)n2)c1 | -1% | . | . | ? | 13% | . | 4µM* | ? | . | 15% | ?
COc1cccc(N2CCN(CC(=O)Nc3ccc(SC(F)F)cc3)CC2)c1 | -1% | 357% | -11% | 2% | -7% | 6% | -1% | -1% | ? | 0% | 3%
Cc1cc(OCC(=O)O)c2c3c(c(=O)oc2c1)CCCC3 | -1% | -14% | 3% | 2% | -3% | 12% | 0% | -21% | 0% | -1% | -2%
O=C1NC(=O)C(CCc2ccncc2)(c2ccccc2)C(=O)N1 | -3% | 0% | 7% | 2% | -2% | 0% | -1% | 1% | -10% | 0% | 4%[2.3 µM]
Cc1cccc(-n2ncc3c(NCc4ccccc4)ncnc32)c1 | -4% | ? | ? | ? | 13% | 9% | -16% | 3% | ? | 18µM* | -17%
C=C1C(O)(c2ccccc2)C2CC[N+]1(C)CC2 (configuration not stated) | -1% | 11% | -7% | 5% | -3% | 14% | -2% | -12% | 4% | -3% | 2%
CN(C)CCN=Cc1c(O)n(-c2cccc(C(F)(F)F)c2)c(=O)[nH]c1=O | -4% | -1% | -13% | -5% | -4% | 19% | 3% | 2% | -3% | 2% | 2%
Cc1[nH]c2ccccc2c1CCCNC1CCCCC1 | -7% | -23% | ? | 4% | -4% | 19% | 0% | -25% | ? | -7% | 2%
C=CCn1c(O)c(C(C)=NCCc2ccccc2)c(=O)[nH]c1=O | -4% | -6% | -3% | 3% | -7% | -2% | -2% | -1% | -3% | ? | -1%
C[C@]12CC[C@H](O)C[C@H]1CC[C@@H]1C2CC[C@]2(C)[C@@H](C3=CC(=O)OC3)[C@@H](O)C[C@]12O (some centres not stated) | -39%[inhibitor] | . | . | 12% | 5% | . | -27% | -51% | . | -8% | 3%
